MC4R antagonist: MC4R antagonists of cAMP signaling, primary screen, cell-based, TR-FRET, antagonist arm of biased-ligand search. Melanocortin receptor 4 (Homo sapiens), P32245. MC4R-expressing cells, MTII-stimulated cAMP, LANCE TR-FRET. inhibition, % at 6.5 µM. hit rate 0.48% among 360,000. AID 540295, 2011;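 active = inhibition above its plate's cutoff, the mean of tested wells on that plate plus 3 SD, cut at about 29% in these data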;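 also: 0% = Melanotan II alone and 100% = Melanotan II plus saturating MCL0020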
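System: U2OS cells stably expressing human melanocortin 4 receptor (MC4R). Reagent: Melanotan II challenge after compound preincubation. Doses: 6.5 µM. Times: 30-min compound, 1-h challenge, 1-h detection, room temperature. Measured by: TR-FRET with Eu-cAMP and labeled anti-cAMP, 671 nm. Replicates: singlicate.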
TLR9-MyD88 inh: inhibitors of TLR9-MyD88 association in cells, primary screen, cell-based, CHO, BLA complementation, fluorescence; inhibition, % at 4.98 µM; hit rate 0.21% among 340,000; CCF4 FRET ratio; Toll-like receptor 9 (Homo sapiens) + Myeloid differentiation primary response protein …;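 active = inhibition above the mean over all tested compounds plus 3 SD, cut at about 21% in these data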;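 also: 0% = DMSO only wells and 100% = clavulanate BLA inhibitor control wells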
NCOA3 inh: SRC3 coactivator transcriptional activity inhibitors, primary screen, cell-based, luminescence. Nuclear receptor coactivator 3 (Homo sapiens), Q9Y6Q9. HEK293 GAL4-SRC3 luciferase reporter. inhibition, % at 3.6 µM. hit rate 0.17% among 360,000. AID 588352, 2011;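 active = inhibition above a per-campaign cutoff, the mean of all compounds plus 3 SD, cut at about 60% in these data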;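 also: 0% = DMSO-treated cells and 100% = gossypol-treated cells at 36 µM; higher means less SRC3-driven luciferase light from the GAL4 reporter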
COUP-TFII inh: NR2F2 transcriptional activity inhibitors, primary screen, cell-based, luciferase reporter, HEK293T, luminescence | COUP transcription factor 2 (Homo sapiens), P24468 | HEK293T NGFI-A luciferase reporter | inhibition, % at 8.6 µM | hit rate 0.7% among 370,000 | AID 686940, 2013;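 active = inhibition above a per-plate cutoff, mean inhibition of test wells between control levels plus 3 SD, cut at about 38% in these data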;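 also: cells cotransfected with COUP-TFII expression vector driving the NGFI-A reporter; 0% = median of COUP-TF2 test wells and 100% = reporter-only cells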
SRC2 inh: inhibition of GAL4-SRC2 driven luciferase reporter, primary screen, SRC2 inhibitor project, cell-based, luminescence | hit rate 0.17% among 370,000 | HEK293 GAL4-SRC2 luciferase reporter | inhibition, % at 9 µM;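 active = inhibition above the mean inhibition of all tested compounds plus 3 SD, set per campaign, cut at about 52% in these data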;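 also: 0% = DMSO treated cells and 100% = cells given Gossypol at 36 µM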
ABHD5-PLIN5 inh: ABHD5-PLIN5 interaction inhibitors, primary screen, cell lysate, split luciferase complementation, luminescence; Perilipin-5 (Homo sapiens) + 1-acylglycerol-3-phosphate O-acyltransferase ABHD5 (Homo …; Split G. princeps luciferase complementation, 4 h; inhibition, % at 4 µM; hit rate 0.78% among 360,000;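 active = inhibition above the mean inhibition across every tested compound plus 3 SD, cut at about 22% in these data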;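 also: 0% = DMSO only wells and the 100% control is not disclosed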
Target sequence (Q00G26 whole entry, looked up): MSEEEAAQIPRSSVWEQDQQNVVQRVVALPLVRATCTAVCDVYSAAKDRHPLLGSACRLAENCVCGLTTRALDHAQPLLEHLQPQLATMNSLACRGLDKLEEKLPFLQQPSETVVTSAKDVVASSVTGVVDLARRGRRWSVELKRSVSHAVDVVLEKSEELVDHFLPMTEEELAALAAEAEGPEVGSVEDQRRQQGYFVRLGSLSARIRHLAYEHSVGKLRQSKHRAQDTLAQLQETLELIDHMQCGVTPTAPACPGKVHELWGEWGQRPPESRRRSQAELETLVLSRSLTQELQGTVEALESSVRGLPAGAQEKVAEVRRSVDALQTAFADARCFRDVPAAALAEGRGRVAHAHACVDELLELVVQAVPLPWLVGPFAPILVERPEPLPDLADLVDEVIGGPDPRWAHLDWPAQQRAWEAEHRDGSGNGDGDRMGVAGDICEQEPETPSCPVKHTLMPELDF
Target sequence (Q8WTS1 whole entry, looked up): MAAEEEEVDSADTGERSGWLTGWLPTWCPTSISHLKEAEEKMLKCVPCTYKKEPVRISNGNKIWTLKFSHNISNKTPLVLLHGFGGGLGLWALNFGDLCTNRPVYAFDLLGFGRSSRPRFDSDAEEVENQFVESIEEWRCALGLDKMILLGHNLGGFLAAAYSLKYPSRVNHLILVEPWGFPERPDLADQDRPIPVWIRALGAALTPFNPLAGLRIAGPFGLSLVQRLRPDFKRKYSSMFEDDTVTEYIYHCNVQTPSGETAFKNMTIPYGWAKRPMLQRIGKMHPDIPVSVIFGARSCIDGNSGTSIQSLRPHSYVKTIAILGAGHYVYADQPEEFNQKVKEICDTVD
MC4R barr agon: MC4R agonists recruiting beta-arrestin, primary screen, cell-based, luminescence, agonist arm of biased-ligand search; Melanocortin receptor 4 (Homo sapiens), P32245; U2OS MC4R beta-arrestin complementation; percent of melanotan II response, DMSO zero; activation, % at 8.9 µM; hit rate 0.98% among 360,000;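 active = activation above a per-plate cutoff, the mean activation of sample wells on that plate plus 3 SD, cut at about 8% in these data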
NCOA1 inh: SRC1 coactivator transcriptional activity inhibitors, primary screen, cell-based, luminescence; Nuclear receptor coactivator 1 (Homo sapiens), Q15788; HEK293 GAL4-SRC1 luciferase reporter; hit rate 0.12% among 360,000; AID 588354, 2011; inhibition, % at 3.6 µM;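 active = inhibition above the campaign mean plus 3 SD, with each screening campaign given its own cutoff, cut at about 60% in these data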;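 also: 0% = DMSO treated cells and 100% = gossypol at 36 µM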
LRH-1 inv ag: LRH-1 (NR5A2) inverse agonists, primary screen, cell-based, luminescence, HEK293T, StAR-luciferase reporter. Nuclear receptor subfamily 5 group A member 2 (Homo sapiens), O00482. LRH-1 transfected, 24 h. inhibition, % at 3.6 µM. hit rate 0.13% among 360,000. AID 602396, 2012;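 active = inhibition above the mean inhibition of all tested compounds plus 3 SD, cut at about 73% in these data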;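 also: 0% = DMSO wells and 100% = reporter-only cells lacking LRH-1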
LMP1 NFkB inh: EBV LMP1-driven NF-kappaB luciferase reporter inhibitors, primary screen, cell-based, luminescence, single point; LMP1-induced NF-kappaB luciferase reporter cells; inhibition, % at 12.5 µM; hit rate 0.69% among 350,000; AID 504558, 2011; in the data active = inhibition above about 41%;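 also: 0% = neutral control wells and 100% = reference inhibitor control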
NOD2-RIPK2 inh: NOD2-RIPK2 binding disruptors in cells, primary screen, fluorescence, CHO cells, BLA complementation | inhibition, % at 4.98 µM | Receptor-interacting serine/threonine-protein kinase 2 (Homo sapiens), O43353 | CCF4 ratio | hit rate 0.38% among 360,000; in the data active = inhibition above about 21%;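 also: 0% = vehicle only and 100% = reference blocker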
An asterisk follows results filed as active; x = not tested or not shown. These rows are one share of the data; count on the stated rates, not on these rows.

MC4R antagonist	TLR9-MyD88 inh	NCOA3 inh	COUP-TFII inh	SRC2 inh	ABHD5-PLIN5 inh	MC4R barr agon	NCOA1 inh	LRH-1 inv ag	LMP1 NFkB inh	NOD2-RIPK2 inh	canonical_smiles
11	x	16	-3	22	1	-0.9	-9	-2	-1	1	COc1ccccc1NC(=O)/C(=C/c1cccs1)NC(=O)c1ccco1
2	-7	13	-2	-9	-6	4.6	6	27	-7	6	CCCCOc1ccc(NC(=O)CSc2cccc3cccnc23)cc1
8	-2	14	18	14	-8	-0.8	23	10	12	-3	Cc1ccc(OCCCC(=O)NNC(=O)c2ccccn2)cc1
11	1	7	11	17	-1	-2.9	-42	-11	-3	-7	O=C(COC(=O)COc1ccccc1[N+](=O)[O-])Nc1ccc(S(=O)(=O)N2CCCCC2)cc1
7	-3	23	-8	-4	-2	-1.1	-3	-4	12	-5	O=C(N/N=C/c1cccs1)[C@H]1C[C@@H]1c1ccccc1
12	-1	2	x	x	-10	-1.0	-4	-7	-1	5	Cn1ncc(Br)c1NC(=O)c1cc(Cl)cc(Cl)c1
-3	9	-8	-4	-7	3	-0.7	-28	-20	-3	-10	CN(Cc1cc2ccccc2[nH]c1=O)S(=O)(=O)c1ccccc1
1	4	15	4	11	-2	-1.2	0	3	-1	4	Cc1nc(=O)c(-c2ccccc2)c(C)n1-c1cccc(C(=O)O)c1
-17	-8	-5	-3	7	-8	1.0	6	3	7	-12	Cc1nn(Cc2cccc(C(=O)NC(C)c3ccc(C(C)(C)C)cc3)c2)c(C)c1[N+](=O)[O-] (configuration not stated)
16	4	-3	10	16	-2	2.1	-6	-32	0	-8	COc1ccc(CNC(=O)C(OC(=O)c2ccco2)c2ccc(F)cc2)cc1 (configuration not stated)
0	-4	7	0	-14	2	-1.3	2	-3	-6	1	O=c1c(Cc2ccc(F)cc2)c(O)ccn1C1CCCCC1
10	-18	-15	-20	-13	3	-0.2	-8	-18	8	1	COc1ccc(-c2cc(C(=O)N3CC(C)CC(C)C3)c3ccccc3n2)cc1 (configuration not stated)
0	-9	14	-2	-26	3	-2.5	-3	-14	-5	-9	Nn1c(SC/C=C/c2ccccc2)nnc1-c1cccnc1
2	-2	17	4	14	1	1.4	-3	2	3	-3	CC(C)CNC(=O)c1ccc(COc2ccc(Cl)cc2Cl)o1
2	-4	13	3	-8	-3	-1.9	6	-4	-3	8	Cc1ccc(-n2nc3c(=O)n(CCCC(=O)NCCc4ccccc4C)nc(C)c3c2C)cc1
10	-2	-2	10	7	-4	-1.1	21	2	0	-10	CCOc1ccc(NS(=O)(=O)c2c(C(=O)N3CCCCCC3)c(C)n(C)c2C)cc1
9	-6	2	-5	-1	2	-0.6	6	4	15	6	Cc1ccccc1CN1CCN(CC2CC3C=CC2C3)CC1 (configuration not stated)
7	8	0	29	-3	5	-0.1	15	-11	13	11	Cc1ccc(C)c(N2CCN(C(=O)c3ccc(CSc4nc5ccncc5[nH]4)cc3)CC2)c1
3	2	1	15	2	5	0.6	12	15	-3	-2	CCOc1ccc(CN(C)C(=O)NNC(=O)c2ccc(C)cc2)cc1OC
1	1	-7	17	-13	-5	-2.8	1	13	-2	0	CCOC(=O)c1c(CN(CC)CC)n(-c2ccccc2)c2ccc(O)cc12
-3	4	-90	-60	-38	-2	5.4	-117	-182	-38	-14	Nc1c(-c2ccccc2)cnc2cc(-c3ccccc3)nn12
11	-6	5	-19	11	4	0.2	6	-32	-2	4	CC(C)N(C(=S)NC1CC2CCC1C2)c1ccccc1 (configuration not stated)
-1	5	24	5	0	4	1.9	-1	-14	-2	-9	CC(C)CC(=O)NC(c1ccccc1Cl)c1c(O)ccc2ccccc12 (configuration not stated)
6	-12	-12	4	-14	-22	0.0	-3	-14	-3	-9	COC(=O)C1=C(C)NC(C)=C(C(=O)O[C@@H]2CCCN(Cc3ccccc3)C2)[C@@H]1c1cccc([N+](=O)[O-])c1
7	-7	-5	8	-26	-7	-2.4	-7	-24	-10	8	CCOc1cc(/C=N/Nc2ccccc2Cl)ccc1OCC(=O)O
1	5	2	-9	-4	2	-0.3	-8	1	-3	4	COc1ccc(OCCC(=O)OCC(=O)NCc2ccccc2OC)cc1
5	-3	9	5	13	13	-0.9	5	-2	-1	0	O=C(COC(=O)CSc1ccc(F)cc1)NCc1ccco1
9	8	20	2	-25	4	-2.6	5	-18	-9	3	O=C(CSc1ncn[nH]1)NCc1ccc2c(c1)OCO2
3	-4	-32	-10	-36	0	-0.6	-19	-5	-15	4	Cc1ccc(Oc2ccc(NC(=O)CCC(=O)OCC(=O)c3cccs3)cc2)cc1C
6	-15	20	-1	11	2	1.0	-1	9	-4	-5	CC12CC(O)C3c4ccc(O)cc4CCC3C1CCC2=O (configuration not stated)
-1	-6	2	-46	-25	-2	-1.2	-3	-6	0	-3	COc1ccc(OCC(=O)Nc2ccc3oc(-c4ccncc4)nc3c2)cc1
-4	1	23	20	3	-11	-0.1	11	4	10	-2	CCCN(CCC)c1nc(N)nc(-c2cc(Cl)ccc2OC)n1
11	0	-14	-9	8	2	-1.8	-8	-1	-3	-14	O=C(Nc1cccc(-c2nn[nH]n2)c1)c1cccs1
6	-4	-1	1	-16	4	1.5	-24	11	-2	-2	CCOc1ccc2[nH]c(=O)c(C(c3nnnn3CCOC)N3CCOCC3)cc2c1 (configuration not stated)
-4	0	-98	-38	-38	-9	-0.3	-101	-98	-21	-10	O=C(Cc1sc(Nc2ccccc2)nc1-c1ccccc1)NCc1ccccn1
2	2	19	6	-21	0	1.0	4	-3	-11	-7	COc1ccc(CNC(=O)C2CCCN2C(=O)NC2CCCCC2)cc1 (configuration not stated)
1	-4	7	0	1	-2	1.1	-10	6	2	-15	CC12CCCC(=O)C1CCC(=Cc1ccco1)C2=O (configuration not stated)
13	-5	-5	-2	-2	2	-1.7	-7	-15	2	3	CCOc1ccc(S(=O)(=O)NCc2ccc(C)cc2)c2cccnc12
0	4	1	x	x	6	-1.2	1	-1	-7	-11	C=C1c2cccc(OC)c2O[C@H](C(=O)OCC)[C@@H]1CCCCCC
20	-7	10	0	10	-1	-0.4	-8	9	-2	-16	COc1ccccc1-c1nnc(SCC(=O)N2CCOCC2)n1-c1ccccc1
1	-5	-3	1	1	0	-2.8	4	6	4	0	O=C(CSc1nc2ccccc2c(=O)n1Cc1ccco1)N1CCN(c2ccccc2)CC1
-1	4	13	-6	-7	5	-4.3	-7	-14	1	10	O=c1cnnc(Nc2ccc(F)cc2)[nH]1
x	x	x	4	-17	-2	x	x	-28	x	-4	CCOC1=C2CN(S(=O)(=O)c3ccc(C)cc3)C(c3ccc(CC)cc3)CC2N(S(=O)(=O)c2ccc(C)cc2)C(c2ccc(CC)cc2)C1 (configuration not stated)
7	-3	1	47*	67*	4	0.2	9	5	20	-12	Cc1c(CCC(=O)N[C@@H](C)C(=O)O)c(=O)oc2cc3oc4c(c3cc12)CCCC4
x	x	x	2	-12	2	x	x	18	x	1	O=C(NCCN1CCC(n2c(=O)[nH]c3ccccc32)CC1)c1cccnc1
1	6	19	2	-19	-2	-3.8	7	10	3	-1	COc1ccc(NS(=O)(=O)c2cc(NC(=O)C3CC3)ccc2N2CCOCC2)cc1
13	9	15	-5	12	0	-1.2	-3	10	0	10	O=S(=O)(/N=C(/Nc1cccc2ccccc12)c1ccccc1)c1cccs1
16	-9	11	-4	-14	1	-0.8	15	-10	1	4	COc1ccc(N2CCN(C(=O)NCc3cccc(OC)c3)CC2)cc1
1	-8	5	4	6	-3	3.9	-18	-2	-6	4	Cc1cccc(NC(=S)NCCC(C)C)c1
2	-4	13	13	3	5	2.1	-13	-16	1	-8	Cc1ccc(Cl)cc1NS(=O)(=O)N1CCOCC1
-2	-2	3	-7	-9	2	0.3	-12	6	2	-10	Cc1cnc(CN2CCCC(C(=O)c3ccc4c5c(cccc35)CC4)C2)[nH]1 (configuration not stated)
2	-4	5	12	13	5	-3.8	1	7	5	8	Cc1ccn2c(=O)nc(SCC(=O)NCCc3ccccc3)nc2c1
6	0	17	12	-8	1	-1.4	4	1	-2	4	COc1ccc(S(=O)(=O)N2CCC(N3CCN(c4ccccc4OC)CC3)CC2)cc1
-1	-9	6	8	9	0	5.1	10	-12	9	3	COc1cc(Br)cc(CN2CCN(C/C=C/c3ccccc3)CC2)c1O
1	2	-4	2	-6	-1	0.7	-14	-6	-22	-1	Cc1nn2c(-c3ccc(Cl)cc3)ccnc2c1-c1ccccc1
-6	0	13	-7	-11	0	0.8	11	12	1	-4	Cc1cc(OCCCC(=O)Nc2nnc(C3CC3)s2)ccc1Cl
-4	-3	4	16	7	4	0.1	-17	5	13	3	O=C(C[C@H]1C[C@H](C(=O)N2CCOCC2)[C@@]2(CCC3CCCC3)c3[nH]c4cc(-c5ccco5)ccc4c3CCN2C1=O)NCC12CC3CC(CC(C3)C1)C2
-2	-10	-12	2	-10	2	1.1	1	-13	-9	-3	CSc1ccccc1NC(=O)c1ccncc1
6	2	-12	-9	-13	-10	-2.3	14	8	-4	8	O=C(NC(c1ccccc1)C(Cl)Cl)c1ccccc1 (configuration not stated)
7	x	-7	6	-5	1	0.1	-11	-4	x	-14	Cn1nc(C2CC2)cc1NC(=O)C1(C)CCN1C(=O)CC(c1ccccc1)c1ccccc1 (configuration not stated)
9	-3	10	-2	8	0	3.5	-10	13	9	-4	O=C(Nc1ccc(OC(F)F)c(Cl)c1)C(c1ccccc1)c1ccccc1
-5	5	1	17	-14	1	-1.4	16	14	3	-5	O=C(NC(Cc1ccccc1)C(=O)O)/C(=C\c1ccccc1F)NC(=O)c1ccccc1 (configuration not stated)
